High-throughput results from PubChem.
Sm TGR block: S. mansoni TGR enzyme inhibition; 3% of 360,000 active; Potency, µM (doses to about 114 µM), without a hit: top-dose activity change, negative = inhibition, actives largely listed as inhibitors; purified TGR, DTNB reduction, TNB absorbance 405 nm; AID 485364; Q962Y6; also: nearly all actives have a fitted effect of over 60% in size
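Kinetic colorimetric format: TGR-catalysed, NADPH-driven DTNB reduction monitored via TNB absorbance. Enzyme dispensed at 20 nM; compound exposure 15 min at room temperature before reaction start.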
Pf growth 48h: inhibits P. falciparum growth in the first generation, 48 h | Potency, µM (top dose mostly 28.7 µM), for the others: at the highest dose activity change, negative = inhibition, hits mostly inhibitors | 5.9% of 310,000 active | P. falciparum luciferase growth in erythrocytes, 48 h
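Compounds are pin-transferred into medium, infected erythrocytes (2% hematocrit, 0.1% parasitemia final) are added, and plates sit one parasite generation at 37 C in 5% CO2. Detection reagent is then added and luminescence measured.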
TbPYK inhibitor: blocks Trypanosoma brucei pyruvate kinase. 0.12% of 410,000 active. Potency, µM (titrated, usually from 76.8 µM), without a hit: at the top dose activity, negative = inhibition, hits mostly inhibitors. TbPYK enzyme, Kinase-Glo Plus ATP luminescence, 45 min. AID 624173. Q57TT1; also: nearly all actives have a fitted effect of over 50% in size
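TbPYK + substrate in 50 mM TEA pH 7.2, 100 mM KCl, 10 mM MgCl2, 0.05% BSA, 0.01% Tween-20; cpd pinned; ADP 130 uM final; 45 min RT; Kinase-Glo Plus 10 min; luminescence endpoint.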
LmPK inh: inhibitors of Leishmania mexicana pyruvate kinase | purified LmPK, Kinase-Glo ATP luminescence, 1 h | Potency, µM (highest dose often 57.5 µM), without a hit: at the highest dose activity change, negative = inhibition, hits mostly inhibitors | 0.37% of 290,000 active | AID 1721
Target sequence (Q27686 whole entry, looked up): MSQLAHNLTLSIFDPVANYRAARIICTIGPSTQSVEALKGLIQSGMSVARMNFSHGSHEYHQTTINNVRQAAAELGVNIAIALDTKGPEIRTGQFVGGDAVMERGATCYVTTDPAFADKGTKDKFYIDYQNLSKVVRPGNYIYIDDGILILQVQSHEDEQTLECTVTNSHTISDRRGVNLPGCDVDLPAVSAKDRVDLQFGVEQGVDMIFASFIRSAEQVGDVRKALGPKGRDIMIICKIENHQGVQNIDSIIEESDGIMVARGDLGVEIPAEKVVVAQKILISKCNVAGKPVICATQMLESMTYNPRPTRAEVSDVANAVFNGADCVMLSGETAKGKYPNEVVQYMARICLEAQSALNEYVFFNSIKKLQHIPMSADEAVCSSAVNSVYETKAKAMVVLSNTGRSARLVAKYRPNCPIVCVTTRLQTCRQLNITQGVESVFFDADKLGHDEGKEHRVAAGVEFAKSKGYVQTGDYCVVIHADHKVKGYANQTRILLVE
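qHTS format; LmPK 0.1 nM; substrates PEP 0.5 mM and ADP 0.1 mM. One-hour room-temperature incubation, then coupled luciferase luminescence; 0.5 nM enzyme wells mark activation.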
HCV inhibitor: HCV inhibition; Huh7.5.1 HCVcc-Cre infection, luciferase reporter, 44 h; Potency, µM (highest dose often 41.8 µM), inactives show at the top dose activity change, negative = inhibition, hits mostly inhibitors; 3.4% of 340,000 active
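Seed cells (1,000/well) for 4 h; treat with compound and infect with HCVcc-Cre, moi about 0.5. Incubate 44 h, then detect luciferase activity.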
Pf growth 96h: P. falciparum growth inhibition at 96 hour, primary screen for plastid delayed-death inhibitors; P. falciparum luciferase reporter growth, 96 h; Potency, µM (series often up to 28.7 µM), inactives show at the highest dose activity change, negative = inhibition, usual class: inhibitors; 6.9% of 320,000 active
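Compounds incubated with erythrocytes infected by luciferase-expressing P. falciparum (2% hematocrit, 0.05% parasitemia final) for 96 hours, 37 C in 5% CO2. Growth inhibition scored as decreased luciferase luminescence.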
Numbers without * were called inactive; ? = inconclusive; nt = not tested or not shown; & = joins results of further samples; [ ] = dose if it differs, or a comment. Calls follow the shape of the dose curve; as a rule, active = well fitted curve in the direction sought with a large enough effect; inconclusive = small, poorly fitted or top-dose-only effect, or another doubt; inactive = no such curve, though single readings can be large; an effect the other way counts as inactive or inconclusive. % is scaled to controls: 0 for no effect and ±100 for the full control effect; potency is read from the fitted curve at half-maximal effect.

SMILES	Sm TGR block	Pf growth 48h	TbPYK inhibitor	LmPK inh	HCV inhibitor	Pf growth 96h
COc1ccc(NC(=O)COc2nsnc2N2CCOCC2)c(OC)c1	4%	12%	3%	-8%	-17%	14%
CCOC(=O)N1CCN(C(=O)c2cn(CC)c3ccc(S(=O)(=O)N(C)C4CCCCC4)cc3c2=O)CC1	-2%	?	1%	0%	11%	?
CCOc1cccc(CN2CCN(CCCc3ccccc3)C(CCO)C2)c1O (centres undefined)	-31%	?	0%	1%	?	?
O=C(NCC1COc2ccccc2O1)c1ccc(Cl)c(S(=O)(=O)N2CCCC2)c1 (centres undefined)	-2%	9.3µM*	3%	nt	?	9.3µM*
COC(=O)C1=C(O)/C(=C\c2cc(C)n(-c3ccccc3F)c2C)N=C1C	25µM*	?	-17%	-1%	?	-40%
CC(C)c1ccc(N(C(=O)c2cc3ccccc3oc2=O)C2C=CS(=O)(=O)C2)cc1 (centres undefined)	-2%	?	1%	-1%	-20%	-30%
CCCN1C(=O)C2(C(C(=O)c3ccc(C)o3)=C(O)C(=O)N2CCCOC)c2ccccc21 (centres undefined)	-3%	-15%	-6%	0%	-4%	-7%
CCOc1cc(/C=C2\C(=O)NC(=O)N(CCc3ccc(F)cc3)C2=O)ccc1O	?	19%	-18%	1%	20%	-10%
CCCCCCCCCCCCCCCC(=O)OCC(COC(=O)CCCCCCCCCCCCCCC)OC(=O)CCCCCCCCCCCCCCC	nt	9%	12%	nt	nt	8%
COc1ccc(C)cc1S(=O)(=O)NC(C)C(=O)NC1CC1 (centres undefined)	8%	1%	4%	-3%	13%	?
NS(=O)(=O)c1ccc(NC(=O)Nc2cccc3ccccc23)cc1	1%	15%	-8%	-9%	15%	12%
Cc1nc(C)c(-c2csc(Nc3ccc(O)c(C(=O)O)c3)n2)s1	-4%	-6%	-6%	0%	14%	?
CN(Cc1nc(C(c2ccccc2)c2ccccc2)no1)CC1COCCO1 (centres undefined)	2%	30%[activator]	4%	14µM*	-6%	?
CC(C)C(=O)NNC(=O)CSc1ncnc2c1cnn2-c1ccccc1Cl	-9%	2%[0.00184 µM]	-4%	-1%	15%	-22%
O=Cc1ccccc1-c1cn(CN2C(=O)c3ccccc3C2=O)nn1	-8%	39%[activator]	8%	10%	5%	-2%
O=C(c1csc2ccccc12)N1CCN(c2ccccn2)CC1	-5%	19%	-10%	1%	-20%	?
CCOC(=O)c1cn(-c2ccc(F)c(F)c2F)c2c(F)c(F)c(F)cc2c1=O	-13%	1%	-11%	1%	-4%	nt
Cc1c(Cl)c([N+](=O)[O-])nn1CCCC(=O)Nc1cccc(Cl)c1Cl	-1%	16%	9%	1%	7%	?
COC(CN(C)S(=O)(=O)c1cc2c3c(c1)CCC(=O)N3CCC2)OC	-7%	9%	13%	-3%	4%	9%
O=C(/C(=N/N=C/c1ccc(O)c(O)c1)c1ccccc1)c1ccccc1	-1%	?	-3%	1%	?	?
Cc1ccc(-n2c(C)cc(C(=O)COC(=O)C3=NNC(=O)CC3)c2C)cc1	-1%	?	-3%	-11%	6%	nt
COc1ccc(C2C(C(=O)NCc3ccccn3)CCC(=O)N2c2cc(OC)c(OC)c(OC)c2)cc1 (centres undefined)	-4%	15%	-7%	4%	-1%	12µM*
CCOc1cc(/C=N/NC(=O)CSc2cccc3cccnc23)ccc1O	-3%	?	1%	1%	-15%	13%
CNC(=O)/C(=C\c1ccc2c(c1)OCO2)NC(=O)c1ccc(Br)cc1	4%	-15%	-4%	0%	12%	17%
Cc1ccc(C)c(C(=O)CCC(=O)NCc2ccc(Cl)cc2)c1	-3%	-11%	1%	9%	6%	?
CCC(C)(C)c1ccc(Oc2ccc(NC(=O)COC(=O)C3=COCCO3)cc2)cc1	27%	nt	1%	6%	-17%	?
O=C(C1=C(O)C(=O)N(CCN2CCOCC2)C1c1cccc(O)c1)c1cc2ccccc2o1 (centres undefined)	?	9%	-2%	3%	-2%	2%
Cc1cc2ncn(/N=C/c3cc(Br)ccc3O)c2cc1C	3%	1µM*	nt	5%	nt	?
Cc1cc(C)c(C(=O)N(C)CC2CCCN(CCc3ccccc3F)C2)o1 (centres undefined)	2%	?	7%	-6%	nt	-1%
COC(=O)N/N=C/c1cc(N=Nc2ccccc2)ccc1O	12%	?	-6%	4%	-10%	?
Cc1ccc(F)cc1NC(=O)Cc1nn(C)c(=O)c2ccccc12	-24%	-16%	-17%	0%	?	?
O=C(O)c1n[nH]nc1-c1ccccc1	16%	11%	-2%	-6%	14%	480%[activator]
Clc1ccc(CNc2ncccn2)cc1	5%	15%[0.00184 µM]	0%	-1%	10%	68%[activator]
NS(=O)(=O)c1ccc(NC(=O)CSc2nc(Nc3ccccc3)nc(N3CCOCC3)n2)cc1	-6%	?	-4%	2%	-5%	34%[activator]
Cc1ccc(Nc2nc(C)c3c(n2)CC(C)CC3=O)c(C)c1 (centres undefined)	11%	-52%	0%	3%	-21%	?
O=C(O)c1ccc(CSc2nnnn2C2CCCCC2)cc1	2%	23%	-3%	4%	13%	nt
COc1ccc(OC)c(-c2csc(-c3cccs3)n2)c1	-12%	21%	-3%	4%	?	69%[activator]
Cc1ccc(C(=O)CNc2cc(C)ccc2C)cc1	-1%	-22%	-9%	5%	-12%	247%[activator]
O=C(Nc1ccccc1C(=O)NCCCn1ccnc1)c1ccc(Cl)cc1Cl	0%	9.3µM*	18%	1%	3%	-17%
Cc1ccc(C(=O)Nc2nccs2)cc1S(=O)(=O)N1CCCCC1	11%	22%	3%	0%	-4%	?
COc1ccc(C(C)C)cc1S(=O)(=O)Nc1ccncc1	-4%	?	-3%	9%	15%	-26%
O=C(CCCc1ccccc1)NCCCc1ccccc1	3%	7%	-4%	-8%	1%	-11%
CC(C)CC(=O)Nc1cccc(-c2nc3ccccc3[nH]2)c1	-2%&-2%	86%[activator]	-28%&0%	-4%	?	-3%
CCOc1cc(S(=O)(=O)N2CCN(c3ccc(F)cc3)CC2)c(OCC)cc1-n1cnnn1	-1%	-5%	-4%	2%	2%	-7%
Cc1noc(C)c1COC(=O)[C@H](C)NS(=O)(=O)c1ccc(Cl)c(Cl)c1	1%	nt	1%	-1%	7%	?
CCOC(=O)c1c(NC(=O)c2ccco2)n(C2CCCCC2)c2nc3ccccc3nc12	?	?	2%	3%	?	10µM*
COc1cc(NC(=O)c2ccccc2Cl)ccc1NC(=O)c1cccs1	16%	142%[activator]	-1%	7%	-24%	26%
COc1ccc(CNC(=O)C(=O)NCC2OCCCN2S(=O)(=O)c2cccs2)cc1 (centres undefined)	8%	-14%	1%	-1%	nt	0%
CC(C)NS(=O)(=O)c1ccc(OCC(=O)Nc2ccc3c(c2)OCCO3)cc1	-13%	?	0%	-4%	-19%	nt
Nn1c(SCC(=O)Nc2ccc(N3CCOCC3)cc2)nnc1-c1ccccc1F	-4%	127%[activator]	-3%	nt	11%	143%[activator]
Cc1nnc(SCC(=O)Nc2ccc3c(c2)OCCO3)n1CC1CCCO1 (centres undefined)	-8%	13%	-3%	-5%	8%	28%
CC1CCC2(CC1)C(Nc1cccc(Cl)c1)=NC(=S)N2CC#N (centres undefined)	-1%	?	2%	4%	?	?
CC(C)Oc1ccc(N2CC(C(=O)Nc3ccc(N4CCOCC4)cc3)CC2=O)cc1 (centres undefined)	-1%	1%	1%	6%	10%	?
COCc1nnc(NC(=O)c2cc(C(=O)OC)cc([N+](=O)[O-])c2)s1	-23%	26%	2%	1%	1%	65%[activator]
CC1CCN(c2ccc(-c3cccs3)nn2)CC1	?	-49%	?	?	0%	10%
CC(O)[C@H]1CNCCN1CCc1cccc(F)c1 (some centres undefined)	-20%	17%	2%	nt	-28%	79%[activator]
Cc1cc(OCC(=O)NC2CC(C)(C)NC(C)(C)C2)c2c(C)cc(=O)oc2c1	-8%	-6%	2%	0%	-17%	20%
C/C=C(\C)C(=O)N[C@@H](c1ccccc1)[C@@H](O)C(=O)O[C@H]1C[C@@]2(O)[C@@H](OC(=O)c3ccccc3)C3[C@](C)(C(=O)[C@H](O)C(=C1C)C2(C)C)[C@@H](O)C[C@H]1OC[C@@]31OC(C)=O (some centres undefined)	3%	0.066µM*	4%	-2%	?	0.074µM*
CCCCn1c(N)c(N(CCOC)C(=O)c2ccco2)c(=O)[nH]c1=O	-5%	?	3%	nt	16%	-1%
Cc1c(Cl)cccc1Nc1nc(N)nc(CSc2nc3ccccc3s2)n1	-4%&-1%	1%	2%&41%	-3%	-2%	?

Sorted by molecular weight (rising): part of the list above
SMILES	Sm TGR block	Pf growth 48h	TbPYK inhibitor	LmPK inh	HCV inhibitor	Pf growth 96h
CC1CCN(c2ccc(-c3cccs3)nn2)CC1	?	-49%	?	?	0%	10%
CC1CCC2(CC1)C(Nc1cccc(Cl)c1)=NC(=S)N2CC#N (centres undefined)	-1%	?	2%	4%	?	?
COCc1nnc(NC(=O)c2cc(C(=O)OC)cc([N+](=O)[O-])c2)s1	-23%	26%	2%	1%	1%	65%[activator]
Cc1cc(OCC(=O)NC2CC(C)(C)NC(C)(C)C2)c2c(C)cc(=O)oc2c1	-8%	-6%	2%	0%	-17%	20%
Cc1nnc(SCC(=O)Nc2ccc3c(c2)OCCO3)n1CC1CCCO1 (centres undefined)	-8%	13%	-3%	-5%	8%	28%
Cc1c(Cl)cccc1Nc1nc(N)nc(CSc2nc3ccccc3s2)n1	-4%&-1%	1%	2%&41%	-3%	-2%	?
CC(C)Oc1ccc(N2CC(C(=O)Nc3ccc(N4CCOCC4)cc3)CC2=O)cc1 (centres undefined)	-1%	1%	1%	6%	10%	?
Nn1c(SCC(=O)Nc2ccc(N3CCOCC3)cc2)nnc1-c1ccccc1F	-4%	127%[activator]	-3%	nt	11%	143%[activator]
COc1ccc(CNC(=O)C(=O)NCC2OCCCN2S(=O)(=O)c2cccs2)cc1 (centres undefined)	8%	-14%	1%	-1%	nt	0%
C/C=C(\C)C(=O)N[C@@H](c1ccccc1)[C@@H](O)C(=O)O[C@H]1C[C@@]2(O)[C@@H](OC(=O)c3ccccc3)C3[C@](C)(C(=O)[C@H](O)C(=C1C)C2(C)C)[C@@H](O)C[C@H]1OC[C@@]31OC(C)=O (some centres undefined)	3%	0.066µM*	4%	-2%	?	0.074µM*

More results follow:
SMILES	Sm TGR block	Pf growth 48h	TbPYK inhibitor	LmPK inh	HCV inhibitor	Pf growth 96h
COC(=O)c1sc2cc(C(F)(F)F)cnc2c1-c1cccnc1	-1%	-12%	-22%	-3%	0.56µM*	25%
COc1ccc(CN2C(=O)c3cccnc3C2=O)cc1S(=O)(=O)NCc1ccc(C)o1	?	25%	3%	4%	13%	47%[activator]
COc1ccccc1/C=C1\SC(=O)N(CCC(=O)NNC(=O)c2ccccc2Cl)C1=O	3%	53%[activator]	-7%	4%	?	88%[activator]
COc1cc(NC(=O)c2ccccc2Cl)c(OC)cc1NC(=O)CN1CCCCC1	5%	51%[activator]	-7%	0%	1%	1.9µM*
Cc1cc2c(cc1C)NC1=C(N2)OC(c2cccc(O)c2)C1=O (centres undefined)	9%	5%	0%	-1%	14%	8%
COc1ccc(CNCC2COc3ccccc3O2)cc1 (centres undefined)	-14%	11%	2%	1%	-7%	30%[activator]
Cn1nnnc1SCC(=O)Nc1ccc(Cl)c(S(=O)(=O)N2CCOCC2)c1	1%	-8%	3%	3%	13%	?
Nc1cc(Cl)nc(N/N=C/c2ccc([N+](=O)[O-])cc2)n1	-3%	?	-2%	0%	-16%	4.7µM*
COC(=O)c1sc(N)c(C(=O)OC)c1COC(=O)[C@@H](NS(=O)(=O)c1cccc(Cl)c1)C(C)C	-8%	?	-4%	0%	?	?
Cc1cc(C)n(-c2nnc(N3CCN(c4ccccc4)CC3)nn2)n1	-9%	0.33µM*	-11%	-13%	-14%	0.33µM*
CC(NC(=O)c1ccccc1)c1nnc(SCC(=O)NC2=NCCS2)n1C (centres undefined)	3%	31%[activator]	5%	-4%	11%	1%
